MT stabilize HCS – microtubule stabilization, imaging screen. % tubulin-high responders, % at 10 µM. 0.83% of 200,000 active. AID 2205. HeLa tubulin immunostaining HCS, 24 h; share of cells brighter than vehicle mean+2SD;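 active = plate Z-score above 3 for both tubulin-high and condensed-nucleus cell shares, with cell loss under 80%, at 10 µM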;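 also: anti alpha tubulin signal scored within the nucleus-defined area of each cell; some results filed as inactive read as strong as hits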
bCat nuc transl – modulators of beta-catenin nuclear translocation; HeLa beta-catenin nuclear translocation, immunofluorescence imaging; nuclear translocation activity, % at 5 µM; 0.3% of 190,000 active; AID 1665;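 active = nuclear translocation activity above 50% at 5 µM, with a well cell count of 50 or more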;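 also: per-cell ratio of nuclear to cytoplasmic median beta-catenin stain intensity; plate controls were DMSO negative control for no effect and GSK-3 inhibitor IX positive control for full effect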
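System: Human HeLa cells, endogenous beta-catenin | Compound dosing: 5 µM primary, 0.02–20 µM confirmation | Timing: 24 h compound exposure at 37°C, 5% CO2 | Measured by: Fluorescence imaging of beta-catenin antibody stain plus DAPI | Read-out basis: % activation of per-cell nuclear versus cytoplasmic median beta-catenin signal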
Ins promoter up – MIN6 insulin promoter up-regulation; MIN6 insulin promoter-GFP reporter, high-content imaging; active compounds read high; z-score at 5 µM; 0.3% of 190,000 active; AID 1625;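 active = z-score above 3 at 5 µM with at least 500 cells counted in the well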
Yfh1-depleted yeast – mitochondrial function rescue without frataxin homolog – Friedreich's ataxia, plus single-dose screen, dose response (AID 1465) | S. cerevisiae Yfh1-off respiration, WST-1 reduction, 72 h; higher fold induction means a stronger effect | one-dose fold induction at 50 µM; EC50 in µM for titrated hits | 0.074% of 220,000 active;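 active = fold induction of absorbance versus untreated yeast above a set limit, then at least 30% activation at any dose in follow-up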;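 also: activators that raise dye reduction in frataxin-depleted yeast; strong numbers were not always called active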
PMI inhibitors – inhibitors of human PMI, primary screen, biochemical, fluorescence intensity, coupled assay (AID 1209); 0.42% of 190,000 active; inhibition, % at 20 µM, or IC50 in µM where a hit was titrated; purified PMI enzyme, coupled fluorescence intensity; higher % means a stronger effect;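 also: plate controls were DMSO vehicle for no effect and wells lacking substrate for full effect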
PMI inhibition – human PMI inhibitors, high substrate, primary screen, biochemical, fluorescence intensity, high mannose 6-phosphate (AID 1220); 0.66% of 190,000 active; recombinant PMI enzyme, coupled fluorescence intensity; higher % means a stronger effect; one-dose inhibition, % at 20 µM; IC50 in µM for titrated hits
Autophagy HCS – alters autophagy in cells; MEF GFP-LC3 puncta imaging; test concentration mostly 10 µM; calls only at 10 µM (by protocol); 0.98% of 190,000 active;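 active = percentage of spot-positive cells more than 3 SD above its plate mean, without a fluorescence outlier flag or 80% toxicity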;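 also: spot-positive cell cutoff set from DMSO-treated cells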
WT yeast gro inh – growth inhibition of WT yeast, mitochondrial fusion screen. inhibition, % at 10 µM. 2.1% of 190,000 active. mitochondrial fusion phenotypic screen, WT strain. AID 1362; in the data active = inhibition above about 58%; tested in S. cerevisiae
Dynein cargo inh – dynein cargo transport inhibition. 3617.4 mouse cells, GR-EGFP nuclear translocation imaging; test concentration mostly 20 µM; stimulated with dexamethasone, 1 µM; active compounds read low. z-score, hits read low. 0.47% of 220,000 active. AID 1381;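 active = plate z-score of nuclear minus cytoplasmic receptor signal below a set negative limit, without overly bright fluorescence or cell loss, cut at about -3.5 in these data, passing the limit was not always enough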;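 also: z-score of nuclear minus cytoplasmic ring GR-EGFP intensity difference per well; some compounds called inactive have numbers as strong as hits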
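Buffer or medium: Induction medium lacking tetracycline, stripped serum | Also added: Dexamethasone agonist, 1.0 µM final, for 30 min | Timing: 48 h induction, 1 h compound, 30 min dex at 37 °C | Detection: Formaldehyde fixation, Hoechst nuclear stain, 10x automated fluorescence imaging | Measure: Nuclear versus cytoplasmic GR-EGFP signal, averaged per well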
WT yeast gro inh mutant strain – recorded beside WT yeast gro inh, whose call it bears; inhibition, %; mitochondrial fusion phenotypic screen, mutant strain inhibition
Dynein cargo inh cytoplasmic EGFP – recorded beside Dynein cargo inh, whose call it bears; z-score; measured here: cytoplasmic GR-EGFP intensity; active compounds read high
Dynein cargo inh nuclear GR-EGFP – further read-out of Dynein cargo inh, marked with its call; z-score; measured here: nuclear GR-EGFP intensity;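 lower value marks the stronger effect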
Dynein cargo inh cell count – second read-out of Dynein cargo inh, no call of its own (marks repeat the call); z-score; measured here: cell count per field
Ins promoter up cell count – recorded beside Ins promoter up, whose call it bears; cell count; measured here: cytotoxicity, nuclei count;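 total cells summed across four imaged fields per well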
bCat nuc transl cell count 5 µM – recorded beside bCat nuc transl, whose call it bears; cell count; measured here: cell count, cytotoxicity flag
MT stabilize HCS Hoechst-high % – also measured in MT stabilize HCS; calls as there; % Hoechst-high responders; measured here: nuclear condensation Hoechst responders;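 share of cells brighter than vehicle mean plus two SD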
MT stabilize HCS cytotoxicity % – further read-out of MT stabilize HCS, marked with its call; toxicity, %; measured here: cytotoxicity by cell density;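 0% = mean cell density of plate MIN control wells and 100% = no cells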
Autophagy HCS cell loss 18 h – further read-out of Autophagy HCS, marked with its call; toxicity, %; measured here: cell loss, nuclei count;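 cell loss after 18 h compound exposure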
The depositor's hits bear a star; i = inactive; x = not tested or not shown; + = active, no number. Rule as the data show it, unless noted: active = inhibition above about 50%; inactive = the rest.

SMILES	MT stabilize HCS	MT stabilize HCS Hoechst-high %	MT stabilize HCS cytotoxicity %	bCat nuc transl	bCat nuc transl cell count 5 µM	Ins promoter up	Ins promoter up cell count	Yfh1-depleted yeast	PMI inhibitors	PMI inhibition	Autophagy HCS	Autophagy HCS cell loss 18 h	WT yeast gro inh	WT yeast gro inh mutant strain	Dynein cargo inh	Dynein cargo inh cytoplasmic EGFP	Dynein cargo inh nuclear GR-EGFP	Dynein cargo inh cell count
CCC(C)(C)n1nnnc1C(c1ccc2ncccc2c1)N1CCN2CCCC2C1 (stereo unspecified)	1.8	1.2	8.1	0.3	727	0.92	1224	i	-1%	-4%	i	7	0	-2	-0.046	-0.21	-0.21	0.54
CCO[C@@H]1OC(C(=O)N2CCN(Cc3ccccc3)CC2)=C[C@H](c2coc3ccccc3c2=O)[C@H]1CCCO	4.5	2.0	5.9	0.4	1128	-0.27	1184	i	-4%	-8%	i	12	9	17	2.6	0.069	2.2	-2.2
COc1cccc(NC(=O)COC(=O)Cc2ccc(Cl)cc2)c1	2.5	3.1	8.6	1.1	989	-0.97	1308	i	-10%	-1%	i	-5	7	21	1.5	-0.28	1.7	-0.86
Cn1c(=O)cc(OCCCC(=O)Nc2ccccn2)c2ccccc21	5.2	1.2	1.9	0.7	1325	-0.13	1515	i	-2%	-6%	i	0	-13	2	-0.27	-0.058	-0.047	-0.13
CCC(C)NC(=O)c1ccc(CS(=O)(=O)c2ccc(OC)cc2)o1 (stereo unspecified)	2.9	2.9	4.6	x	x	0.57	906	i	-8%	-6%	i	4	-5	-8	0.17	-0.18	0.15	-0.23
Cc1c(Cl)c(C(F)(F)F)nn1CC(=O)NN	2.3	1.5	11	-0.6	1021	-0.34	1113	i	-8%	-8%	i	17	-2	-4	-1.2	-0.22	-0.67	1
CC(C)N(C(=S)Nc1cccc(C(F)(F)F)c1)C(C)c1ccccn1 (stereo unspecified)	5.6	1.2	6.4	-0.3	1013	x	x	i	-10%	-4%	i	13	74*	26*	1.7	0.31	0.86	-1.3
O=S(=O)(c1ccc2c(c1)OCCO2)N1CCc2ccccc21	1.7	2.4	1.9	-5.2	1071	-0.45	1333	i	11%	10%	i	6	-3	-9	1.4	-0.37	0.48	-0.34
Cc1ccc(NC(=O)c2cc(N3C(=O)CCC3=O)ccc2N2CCOCC2)cc1	4.2	1.6	10.0	0.9	999	-0.79	1550	i	12%	9%	+	2.4*	0	0	1.6	-0.28	0.5	0.12
O=c1[nH][nH]c(C(F)(F)F)c1/C=N/N1CCOCC1	3.8	2.9	7.3	-2.3	1078	0.39	943	i	-3%	13%	i	12	-7	14	-1.2	-0.32	-0.18	0.7
COc1ccccc1OCC(=O)NCCSCc1ccc(Cl)cc1	2.2	1.9	0.2	-6.1	544	-0.01	1323	i	-3%	-2%	i	17	36	16	-0.0042	-0.29	-0.062	1.5
CNc1cc([N+](=O)[O-])ccc1OCc1ccccc1	x	x	x	-0.5	1285	-0.87	1114	i	x	x	x	x	x	x	-0.57	-0.29	0.17	0.22
COC(=O)c1ccc(C)c(NC(=O)CN2C(=O)c3ccccc3S2(=O)=O)c1	2.5	1.1	1.8	x	x	-0.7	1261	i	15%	8%	i	8	3	-9	0.3	-0.21	0.14	0.7
O=C(O)/C=C/C(=O)NCCCc1ccccc1	4.8	2.5	2.3	3.7	988	-1.1	1175	i	-3%	-4%	i	17	7	-8	0.77	-0.081	0.54	-0.51
O=C(COC(=O)/C=C/c1cccc(C(F)(F)F)c1)NC(c1ccccc1)c1ccccc1	3.7	1.5	9.8	x	x	0.62	1174	i	-10%	-7%	i	13	-2	-2	-1.3	0.52	-0.97	1.4
S=C(NCCc1ccccc1)Nc1cccc2cnccc12	4.3	3.1	7.9	0.0	994	-1.2	708	i	14%	57%*	i	7	-3	-13	-0.3	-0.24	-0.097	1.3
O=C(Nc1cccc(-c2cn3cccnc3n2)c1)c1cccs1	3.6	3.5	7.2	-0.1	1045	0.19	1453	i	11%	6%	i	4	-9	2	-0.65	-0.13	-0.45	0.11
OCCC1CN(Cc2cnc(N3CCCC3)s2)CCN1C1CCCC1 (stereo unspecified)	1.8	1.2	3.1	0.5	910	0.7	1426	i	20%	12%	i	-19	7	14	0.23	-0.17	-0.079	-1.5
O=C1C(C2=C(O)c3ccccc3C2=O)=Nc2ccccc21	3.7	2.2	12	0.0	1131	-0.12	1281	i	-13%	19%	i	-8	3	19	-2.6	0.13	-1.3	0.3
O=C(CSC1=NC(=O)C(c2ccccc2)C(=O)N1)Nc1cccc(Cl)c1 (stereo unspecified)	1.4	1.3	3.6	x	x	-0.53	857	i	-7%	-6%	i	-11	0	4	0.018	0.12	-0.19	-0.041
CCOC(=O)CSCC(=O)Nc1c(C(=O)C2CC2)oc2ccccc12	13	29	97	-2.3	1165	x	x	i	4%	11%	i	-2	-4	-3	0.1	-0.27	0.3	0.33
Cc1cccc(NCC(=O)N/N=C/c2ccc(Br)cc2)c1	5.9	7.0	4.0	3.5	888	0.29	1679	i	14%	13%	i	6	4	4	1.3	-0.086	1.2	-1.5
Cc1cc(C)nc(-n2nc(C)c(C3(O)C(=O)Nc4ccc(F)cc43)c2N)n1 (stereo unspecified)	1.6	2.3	6.8	-3.6	1026	0.89	1302	i	-2%	4%	i	-10	12	20	-0.49	-0.22	-0.23	0.93
O=C(Nc1cccc(F)c1)Nc1ccc2c(c1)C(=O)OC2	x	x	x	0.4	1370	0.28	989	i	x	x	x	x	x	x	-0.93	-0.57	-0.7	0.76
O=S(=O)(NCC1CCCO1)c1cnc(Cl)c(Br)c1 (stereo unspecified)	3.1	1.7	4.5	x	x	0.96	1247	i	-2%	-2%	i	5	2	10	0.54	-0.2	1.2	-0.48
N/C(Cc1ccc([N+](=O)[O-])cc1)=N\OC(=O)COc1ccccc1Cl	1.9	2.3	1.1	-2.4	587	0.44	1341	i	2%	5%	i	4	28	1	-0.2	-0.17	0.059	0.67
O=C1CC(c2ccccc2)c2c(O)cc(O)cc2O1 (stereo unspecified)	4.4	2.2	13	-2.7	1243	-0.03	923	i	1%	1%	i	15	4	20	-0.47	-0.28	-0.28	2.1
CC(=O)Nc1cccc(NC(=O)c2ccc(C)c([N+](=O)[O-])c2)c1	2.2	1.9	0.9	1.9	1034	-0.76	1059	i	-2%	3%	i	-2	7	-3	2.3	-0.18	1.2	-1.4
Cc1cc(C(=O)OCC(=O)NCc2cccs2)c2ccccc2n1	3.7	2.8	8.6	7.0	1025	0.45	1303	i	-5%	0%	i	3	-10	3	-0.93	-0.25	-0.42	-0.26
Cc1sc2nc3n(c(=O)c2c1C)CCCCC3	2.5	2.2	4.5	1.3	968	x	x	i	-4%	-4%	i	-5	-2	-3	-0.95	-0.22	-0.59	0.064

Look-ups from the list.
CC(C)N(C(=S)Nc1cccc(C(F)(F)F)c1)C(C)c1ccccn1 (stereo unspecified) in WT yeast gro inh mutant strain is entered as 26*
CCC(C)NC(=O)c1ccc(CS(=O)(=O)c2ccc(OC)cc2)o1 (stereo unspecified) in WT yeast gro inh is entered as -5
OCCC1CN(Cc2cnc(N3CCCC3)s2)CCN1C1CCCC1 (stereo unspecified) in PMI inhibition is entered as 12%
COc1ccccc1OCC(=O)NCCSCc1ccc(Cl)cc1 in bCat nuc transl is entered as -6.1

Additional compounds follow:
SMILES	MT stabilize HCS	MT stabilize HCS Hoechst-high %	MT stabilize HCS cytotoxicity %	bCat nuc transl	bCat nuc transl cell count 5 µM	Ins promoter up	Ins promoter up cell count	Yfh1-depleted yeast	PMI inhibitors	PMI inhibition	Autophagy HCS	Autophagy HCS cell loss 18 h	WT yeast gro inh	WT yeast gro inh mutant strain	Dynein cargo inh	Dynein cargo inh cytoplasmic EGFP	Dynein cargo inh nuclear GR-EGFP	Dynein cargo inh cell count
COc1ccc(N2CC(C(=O)NC3CC(C)(C)NC(C)(C)C3)CC2=O)cc1 (stereo unspecified)	6.3	3.0	9.3	x	x	-0.52	1012	i	-6%	-2%	i	5	10	6	0.85	-0.16	0.79	-0.17
CC(C)(C)c1ccc(OCc2ccc(C(=O)N/N=C3\CC4CC=CC34)cc2)cc1 (stereo unspecified)	2.4	1.9	1.4	0.9	1097	0.14	1305	i	9%	-2%	i	11	72*	43*	-0.58	0.016	-0.11	0.84
CCOC(=O)c1nnn(CC(=O)N2N=C(c3cc(C)ccc3C)CC2c2ccc(OC)cc2)c1C(=O)OCC (stereo unspecified)	2.5	2.9	17	1.1	585	-0.06	1139	i	5%	6%	i	12	18	0	0.25	-0.094	0.29	-0.33
O=C(NCc1ccc(F)cc1)c1cnc2sccn2c1=O	x	x	x	-1.1	1090	1.1	1791	i	34%	6%	x	x	x	x	x	x	x	x
CC(C)(C)OC(=O)NCCc1nnc(SCc2ccc(Cl)cc2)o1	1.7	3.2	4.8	-1.0	1163	0.36	793	i	8%	3%	i	-1	19	14	2.9	-0.26	1.5	-0.68
COc1ccc(CN(CC2CCCO2)S(=O)(=O)c2ccc(C(=O)O)cc2)cc1OC (stereo unspecified)	2.6	2.4	4.9	-4.6	700	0.01	1533	i	-12%	-16%	i	8	2	3	-0.77	-0.31	-0.37	0.41

Only PMI inhibitors, Autophagy HCS cell loss 18 h and WT yeast gro inh mutant strain (two entries from above):
Structure | PMI inhibitors | Autophagy HCS cell loss 18 h | WT yeast gro inh mutant strain
CCOC(=O)c1nnn(CC(=O)N2N=C(c3cc(C)ccc3C)CC2c2ccc(OC)cc2)c1C(=O)OCC (stereo unspecified) | 5% | 12 | 0
O=C(NCc1ccc(F)cc1)c1cnc2sccn2c1=O | 34% | x | x

From PubChem
